GlmU inhibition – inhibition of mycobacterial GlmU enzyme – biochemical, glucosamine-1-phosphate acetyltransferase (AID 1376); M. tuberculosis GlmU acetyltransferase enzyme assay; higher % means a stronger effect; inhibition, %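 (tested at 30 µM in the primary screen)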, or IC50 in µM where a hit was titrated; hit rate 0.25% among 220,000; in the data active = inhibition above about 13%;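 note: 0% = complete reaction with vehicle and 100% = reaction without substrate; strong numbers were not always called active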
RmlCD inh 1536 – inhibitors of Mycobacterium tuberculosis RmlC and RmlD coupled enzymes; hit rate 0.03% among 160,000; inhibition, % at 3.6 µM; P9WH09+P9WH11; RmlC+RmlD coupled enzyme assay, percent inhibition; primary screen in compound mixtures; in the data active = inhibition mostly above about 34%, no sharp cut-off; note: some results filed as inactive read as strong as hits
Target sequence (P9WH09 whole entry, looked up): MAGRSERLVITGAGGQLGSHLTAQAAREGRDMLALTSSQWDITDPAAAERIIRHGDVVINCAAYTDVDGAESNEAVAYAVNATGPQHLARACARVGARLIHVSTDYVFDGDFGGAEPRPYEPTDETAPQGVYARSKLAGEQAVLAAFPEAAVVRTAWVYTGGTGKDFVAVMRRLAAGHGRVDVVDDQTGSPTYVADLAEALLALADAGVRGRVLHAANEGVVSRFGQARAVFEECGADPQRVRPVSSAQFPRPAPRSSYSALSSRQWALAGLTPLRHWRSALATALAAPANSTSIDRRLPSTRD
Target sequence (P9WH11 whole entry, looked up): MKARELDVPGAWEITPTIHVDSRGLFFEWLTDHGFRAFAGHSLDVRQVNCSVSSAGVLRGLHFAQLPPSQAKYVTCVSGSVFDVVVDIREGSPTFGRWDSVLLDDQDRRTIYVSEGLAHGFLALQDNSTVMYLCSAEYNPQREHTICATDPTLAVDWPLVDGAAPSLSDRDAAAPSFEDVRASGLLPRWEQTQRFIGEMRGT
* marks the source's active call; other numbers are inactive results; · = not tested or not shown. The list is partial. The share of hits here may be higher or lower than overall.

1. COc1cc(SC)ccc1C(=O)Nc1ncc(Cl)cc1Cl
2. CCCCCc1cc(=O)oc2c(C(CCN(CC)CC)c3ccc(OC)cc3)c(OC)cc(OC)c12 (stereo unspecified)
3. C=CCNC(=S)NNC(=O)c1cc(C)nc2ccccc12
4. CC1CC(C)CN(C(=O)CCc2ccccc2)C1 (stereo unspecified)
5. CC(=O)Oc1ccc(C2OC(=O)c3ccccc3N2C(C)=O)cc1 (stereo unspecified)
6. O=C(NC1CCCC1)C(c1ccsc1)N(C(=O)Cc1cccs1)c1cccc(F)c1 (stereo unspecified)
7. Cc1nnsc1-c1nnc(SCC(=O)c2ccccc2)n1C1CC1
8. Cc1[nH]c2ccccc2c1C(=O)/C=C\c1ccccc1Cl

screen / no.,1,2,3,4,5,6,7,8
GlmU inhibition,-0.8%,-11%,-6.9%,4.6%,-1.9%,3.6%,1.7%,0.5%
RmlCD inh 1536,-3,2,7,22,-6,-4,43,-8

The last seven compounds of the part above are carried over, then new ones follow.
2. CCCCCc1cc(=O)oc2c(C(CCN(CC)CC)c3ccc(OC)cc3)c(OC)cc(OC)c12 (stereo unspecified)
3. C=CCNC(=S)NNC(=O)c1cc(C)nc2ccccc12
4. CC1CC(C)CN(C(=O)CCc2ccccc2)C1 (stereo unspecified)
5. CC(=O)Oc1ccc(C2OC(=O)c3ccccc3N2C(C)=O)cc1 (stereo unspecified)
6. O=C(NC1CCCC1)C(c1ccsc1)N(C(=O)Cc1cccs1)c1cccc(F)c1 (stereo unspecified)
7. Cc1nnsc1-c1nnc(SCC(=O)c2ccccc2)n1C1CC1
8. Cc1[nH]c2ccccc2c1C(=O)/C=C\c1ccccc1Cl
9. COc1ccc(Nc2oc(-c3ccccc3F)nc2C#N)cc1
10. CNC(=O)c1ccc(-c2ccccc2)s1
11. Cn1c(SCC(=O)N2CCc3ccccc32)nc2cccnc21
12. CCCOc1cc(C)c(Cl)cc1S(=O)(=O)N(CC)CC
13. Cc1cc(=O)oc2cc(OCC(=O)OCC(=O)NCCc3ccccc3)ccc12
14. O=C(CC1NCCNC1=O)Nc1ccc2c(c1)OCCO2 (stereo unspecified)
15. Cn1[nH]c(C(F)(F)F)cc1=O
16. Cc1nc2ccc(C(=O)c3ccccc3)cc2[nH]1

screen / no.,2,3,4,5,6,7,8,9,10,11,12,13,14,15,16
GlmU inhibition,-11%,-6.9%,4.6%,-1.9%,3.6%,1.7%,0.5%,0.6%,-4.8%,4.4%,1.0%,2.2%,4.4%,-3.2%,3.3%
RmlCD inh 1536,2,7,22,-6,-4,43,-8,-2,0,30,·,1,10,-7,10

17. Cc1ccc(C(=O)NCCCNc2ccc(C(F)(F)F)cc2[N+](=O)[O-])cc1
18. CC1Cc2ccccc2N1S(=O)(=O)c1c(N)n(C)c(=O)n(C)c1=O (stereo unspecified)
19. CC(C)(C)c1ccc(O)c(CN2CCN(c3ccccc3)CC2)c1
20. COC(=O)CN1C(=O)Nc2ccc(C)cc2C1c1ccccc1 (stereo unspecified)
21. O=C(CCCC(=O)OCC(Cl)=C(Cl)Cl)Nc1ccccc1F
22. Cc1c(C(=O)Nc2ccc(-c3nnc4n3CCCCC4)cc2)oc2ccc(Br)cc12
23. O=C(COC(=O)c1cc(Br)ccc1O)Nc1cc(S(=O)(=O)N2CCCC2)ccc1Cl
24. Nc1nc(CN2CCN(Cc3ccccc3)CC2)nc(N2CCCc3ccccc32)n1

screen / no.,17,18,19,20,21,22,23,24
GlmU inhibition,-3.8%,1.5%,-6.1%,2.5%,1.4%,0.8%,0.0%,-5.4%
RmlCD inh 1536,0,-14,8,5,17,-10,15,9

25. CC(C)(C)n1ncc2c(=O)n(CC(=O)NCc3ccccc3Cl)cnc21
26. Clc1ccccc1CSc1nnc(Cn2cnc3ccccc32)n1-c1ccccc1
27. COc1ccccc1CN1C(=O)C(=O)N(Cc2cccc(C)c2)C1=O
28. COc1ccc(N(CC(=O)Nc2cc(C)on2)S(=O)(=O)c2ccc(Cl)cc2)cc1
29. CCOC(=O)c1ccc(NC(=O)CSc2nnc(NC(=O)c3ccc(S(=O)(=O)N4CCOCC4)cc3)s2)cc1
30. Cc1cc(=O)[nH]c(SCC(=O)Nc2ccccc2C#N)c1C#N
31. CC1(C)CC(=O)c2sc(N3CCCCC3)nc2C1
32. CCOC(=O)CNC(=O)CCCCCC(=O)NCC(=O)OCC

screen / no.,25,26,27,28,29,30,31,32
GlmU inhibition,-1.8%,-2.1%,-3.6%,-1.5%,0.9%,5.4%,0.8%,1.7%
RmlCD inh 1536,-3,1,7,·,69,·,9,·

33. O=C(Cc1cn(Cc2cccc(Cl)c2)c2ccccc12)N1CCCCCC1
34. COc1ccc(C(=O)N2CCC(C(=O)O)CC2)cc1
35. CCN(CC)C(=O)COc1ccc(-c2nnc(N3CCCCC3)c3ccccc23)cc1
36. COc1ccc(-n2c(SCc3cccnc3)nc3c(c2=O)SCC3)cc1OC
37. O=C(CN1CCN(c2ccccc2)CC1)Nc1nnc(-c2ccccc2)s1
38. CC(C)CCn1c(Sc2nc3ccccc3o2)nc2c1c(=O)[nH]c(=O)n2C
39. CN(C)CCCNC(=O)Cc1ccc(Br)cc1
40. O=C(Nc1ccc(Cl)c([N+](=O)[O-])c1)C(Sc1ccccc1)c1ccccc1 (stereo unspecified)

screen / no.,33,34,35,36,37,38,39,40
GlmU inhibition,0.5%,6.7%,-4.0%,4.0%,·,-2.8%,-3.3%,-1.5%
RmlCD inh 1536,-10,-4,6,12,-10,·,-9,-3

The listing continues:
cpd	Structure	GlmU inhibition	RmlCD inh 1536
41	Cc1ccc(C(=O)/C=C/C(=O)O)cc1	4.3%	-9
42	N=c1c2c(-c3ccccc3)c(-c3ccccc3)n(Cc3ccccc3)c2ncn1CCO	-15%	·
43	N#Cc1c(N)nc(SCc2ccccn2)c(C#N)c1-c1cccs1	3.0%	·
44	CSc1nc2ccccc2n1Cc1cccc(F)c1	-7.1%	4
45	O=C1c2cccc3c(N4CCCCC4)ccc(c23)C(=O)N1c1ccccc1O	2.7%	4
46	CCCN1CCN(CCCNC(=O)c2cc3c(=O)[nH]c4ccccc4c3s2)CC1	-5.2%	·
47	O=C(C[n+]1ccc(C(=O)NCc2ccccc2)cc1)c1ccc(OC(F)F)cc1	-1.6%	-6
48	CN(c1nc2ccccc2n2c(C3CC3)nnc12)S(=O)(=O)c1ccccc1	1.8%	-7
49	N#Cc1nc(-c2ccc(F)cc2)oc1NCc1ccccc1	-1.3%	9
50	O=c1[nH]c(=O)n(CCC2=CCCCC2)c(O)c1C=NCCN1CCNCC1	·	4
51	COC(=O)c1ccc(-n2nc(C(F)(F)F)c3c2-c2ccoc2CC3)cc1	-2.3%	·
52	Cn1ccnc1/C(=N\NC(=O)c1ccc(O)cc1)c1cccc([N+](=O)[O-])c1	-5.9%	·
53	CC(=O)c1cccc(NC(=O)c2nc(-c3ccccc3)oc2C)c1	1.9%	6
54	CCOC(=O)c1cc(C(=O)Nc2ccc(C)c(F)c2)nn1C	2.2%	·
55	CCCCOC(=O)CCc1nc2ccccc2[nH]1	-5.1%	8
56	CC1CCN(S(=O)(=O)c2cn(CC(=O)N3CCN(C)CC3)c(=O)c3ccccc23)CC1	-7.1%	-9
57	c1ccc(CNc2ccc3ccccc3n2)nc1	-1.0%	4
58	O=C(Oc1c(Cl)cc(Cl)c2cccnc12)c1cccc([N+](=O)[O-])c1	5.0%	2
59	COc1ccc(-c2cnn3c(N)c(S(=O)(=O)c4ccccc4)cnc23)cc1	-6.9%	8
60	Cc1ccc(NS(=O)(=O)c2ccc(Cl)c(C(=O)O)c2)cc1S(=O)(=O)N1CCOCC1	-3.2%	-5
61	CCCC(O)(CCN1CCOCC1)c1ccc(Br)cc1 (stereo unspecified)	-1.3%	·
62	CCOc1cc(N2CCOCC2)c(OCC)cc1NC(=S)NCCCOC	-2.6%	·
63	N#CC1=C(N)SC(N)=C(C#N)C1Cc1ccccc1	9.3%	·
64	O=c1cc(CSc2ccccc2)nc(-c2ccncc2)[nH]1	3.9%	18
65	COc1nc(NCc2ccc(Cl)cc2)nc(OC)n1	5.2%	9
66	CC1C2CC(CC1(C)C)N(C(=O)Nc1ccc3nccnc3c1)C2 (stereo unspecified)	1.6%	·
67	O=C(NCc1ccco1)NC1CCCCC1	-3.6%	·
68	O=C(c1cnn2c(C(F)(F)F)cc(-c3ccccc3)nc12)N1CCOCC1	5.1%	7
69	CCOc1ccc2c(c1)C(c1ccc(C)o1)=NNC(c1ccncc1)=N2	-7.7%	-13
70	COc1ccc(CN2CN(S(=O)(=O)c3ccccc3)c3nc4ccccc4nc32)cc1	5.1%	-12

Down the list, from the results shown:
Compounds 35–44 in RmlCD inh 1536, in turn: 6, 12, -10, ·, -9, -3, -9, ·, ·, 4
Compounds 35–44 in GlmU inhibition, in turn: -4.0%, 4.0%, ·, -2.8%, -3.3%, -1.5%, 4.3%, -15%, 3.0%, -7.1%

Other structures follow:
cpd	Structure	GlmU inhibition	RmlCD inh 1536
71	COCc1nnc(NS(=O)(=O)c2ccc(NC(C)=O)cc2)s1	-3.6%	19
72	COc1cccc(N2CCN(c3cnc4ccccc4n3)CC2)c1	-6.7%	-9
73	Cn1c(N)c(C(=O)COC(=O)c2ccc(Br)o2)c(=O)n(C)c1=O	-5.8%	-8
74	COc1ccc([N+](=O)[O-])cc1NC(=O)C1(c2ccc(OC)c(OC)c2)CCOCC1	2.6%	·
75	COc1ccc2cc3c(N)c(C(=O)N4CCCC4)sc3nc2c1	5.9%	-3
76	Nc1nnc(SCc2ccccc2)n1-c1ccccc1	-2.3%	·
77	Cc1cccc(-n2c(O)c(C=NCCCN3CCOCC3)c3ccccc3c2=O)c1	2.9%	-3
78	CCCCC(=O)Nc1cccc(C(=O)N/N=C/c2ccc(OC)cc2OC)c1	2.1%	·
79	CN(Cc1ccccc1)C(=O)c1[nH]cnc1C(=O)N[C@@H](CCCCNC(=O)OC(C)(C)C)C(=O)OC(C)(C)C	-0.9%	·
80	Cc1cc(NC(=O)c2ccc3c(c2)C(=O)N(C(C)(C)C)C3=O)no1	0.3%	5
81	Cc1ccc(SCC(=O)Nc2cc(C)on2)cc1	-1.6%	-2
82	FC(F)(F)COc1nc(OCC(F)(F)F)nc(N2CCN(c3ccccc3)CC2)n1	6.3%	8
83	O=C1CCc2cc(S(=O)(=O)NCCC(=O)N3CCN(c4cccc(Cl)c4)CC3)ccc2N1	-4.3%	-7
84	CCOC(=O)Cn1ccc(-c2ccccc2)c(C#N)c1=O	-3.5%	-10
85	CCC(C)(C)NC(=O)C1CCN(c2nc(C)cc(C)n2)CC1	12%	-7
86	Cc1nn(-c2nc(-c3ccco3)cc(C(F)(F)F)n2)c(C)c1Br	-2.3%	-7
87	O=C(NCCCN1CCOCC1)c1ccc(NC(=O)C2COc3ccccc3O2)cc1 (stereo unspecified)	0.7%	2
88	O=C(/C=C/c1ccccc1)c1ccc2c(c1)OCO2	-5.7%	-6
89	O=C(C1CCCN(S(=O)(=O)c2ccccc2[N+](=O)[O-])C1)N1CCN(c2ccccc2)CC1 (stereo unspecified)	1.1%	13
90	CC(C)(C)Oc1ccccc1Nc1nc(NCCO)nc(N2CCCC2)n1	-2.1%	·
91	CCC1(C)Cc2c(sc3nc(SCC(=O)O)[nH]c(=O)c23)CO1 (stereo unspecified)	5.5%	18
92	COc1cc(-c2nc3cnccn3c2Nc2ccc(C)cc2)ccc1O	0.7%	·
93	CN(C)S(=O)(=O)c1cccc(NC(=S)N2CCCCC2CO)c1 (stereo unspecified)	6.2%	16
94	C=CCn1c(SCC(=O)NCCO)nc2sc(C)c(C)c2c1=O	1.9%	-11
95	O=C(NC(=O)c1ccc(Cl)cc1)Nc1ccc(-c2cnco2)cc1	-3.2%	-6
96	O=C(COC(=O)c1cccc(S(=O)(=O)N2CCOCC2)c1)Nc1ncc(C(F)(F)F)cc1Cl	0.1%	·
97	CC1=C(c2ccccc2)[N+](=O)C2(CCCCC2)N1[O-]	1.3%	·
98	O=C(NCCCCCNC(=O)c1cccnc1)c1cccnc1	-4.0%	45
99	COCCN(CCOC)C(=O)c1cc2sc3ccccc3c2s1	3.1%	-4
100	COc1cccc(-n2nnc3c(=O)n(CC(=O)N4CCCc5ccccc54)cnc32)c1	1.6%	·
101	O=C(c1ccc2c(c1)OCO2)n1nnc2ccccc21	1.5%	·
102	O=c1oc2ccccc2cc1-c1csc(Nc2ccc(O)cc2)n1	-0.7%	5
103	C/C(=C\c1ccccc1)CN1CCN(c2cccc(Cl)c2)CC1	3.5%	11
104	O=C(O)c1ccc(CSc2nnc(COc3ccc(Cl)cc3Cl)o2)cc1	2.3%	-8
105	Cc1nc(-c2cc(-c3nc(-c4cc(C(F)(F)F)cc(C(F)(F)F)c4)no3)no2)cs1	1.5%	3
106	Oc1ccc(Cl)cc1C(C#Cc1ccccc1)N1CCOCC1 (stereo unspecified)	-0.1%	-5
107	Cn1c(=O)n(Cc2ccc(Br)cc2)c2ccccc21	0.8%	-8
108	Cc1ccc(O)c(C(=O)c2cnn(C(=O)Cc3csc(C)n3)c2)c1	-9.2%	-5
109	COc1cc(OC)c(OC)cc1/C=C1/C(=O)N=C(N)N1C	-2.2%	-4
110	Cc1ccc(C)c(NC(=O)CSc2nnc(-c3ccncc3)n2N)c1	-0.6%	-6
111	CCCOc1ccc(OCCn2nc(C(=O)O)c3ccccc3c2=O)cc1	3.8%	-15
112	COC(=O)CCCC(=O)N1CCOCCN(C(=O)CCCC(=O)OC)CCOCC1	-3.5%	-2
113	S=c1[nH]c(-c2ccc(Cl)cc2)cs1	1.6%	0
114	O=C(NCCCn1ccnc1)C(Cl)(Cl)Cl	1.8%	19
115	COc1ccc(C(=O)C2CCCN(Cc3ccc(Sc4nncn4C)o3)C2)cc1F (stereo unspecified)	5.1%	5
116	Cc1nc(S(=O)(=O)c2ccc(Cl)cc2)c(NCc2ccccc2)o1	1.5%	12
117	COc1ccc(NS(=O)(=O)c2ccc(OCC(=O)N3CCOCC3)cc2)cc1	-2.9%	-1
118	Fc1cccc(Cn2cc(C(=S)N3CCCCC3)c3ccccc32)c1	0.8%	7

Source: PubChem BioAssay
